High-throughput results deposited in PubChem by Broad Institute.
PglD inh: PglD (C. jejuni) enzyme inhibition. purified PglD enzyme, DTNB colorimetric CoA detection. inhibition, % at 12.5 µM. 360,000 compounds, 0.098% hits. AID 602405; in the data active = inhibition above about 16%, passing the limit was not always enough; note: strong numbers were not always called active
ARNT TACC3 PPI: disruptors of human ARNT/TACC3 interaction; AlphaScreen His-ARNT PAS-B/GST-TACC3 binding, luminescence; TACC3 fragment carries E629A point mutation; Q9Y6A5; inhibition, % at 9.99 µM; 390,000 compounds, 0.66% hits;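 active = mean inhibition of replicates at least 50% and at least half of replicates each reaching 50%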;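 note: 0% = complete ARNT plus TACC3 wells and 100% = ARNT alone without TACC3; many hits fall short of the cut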
ERp5 block: ERp5 (human) disulfide isomerase inhibition; Q15084; ERp5 insulin aggregation, absorbance 650 nm, 90 min; inhibition, % at 9.99 µM; 350,000 compounds, 0.05% hits; AID 651711;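 active = mean replicate inhibition above about 25%, with every replicate also reaching it, limit read from the data, passing the limit was not always enough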
Target sequence (Q15084 whole entry, looked up): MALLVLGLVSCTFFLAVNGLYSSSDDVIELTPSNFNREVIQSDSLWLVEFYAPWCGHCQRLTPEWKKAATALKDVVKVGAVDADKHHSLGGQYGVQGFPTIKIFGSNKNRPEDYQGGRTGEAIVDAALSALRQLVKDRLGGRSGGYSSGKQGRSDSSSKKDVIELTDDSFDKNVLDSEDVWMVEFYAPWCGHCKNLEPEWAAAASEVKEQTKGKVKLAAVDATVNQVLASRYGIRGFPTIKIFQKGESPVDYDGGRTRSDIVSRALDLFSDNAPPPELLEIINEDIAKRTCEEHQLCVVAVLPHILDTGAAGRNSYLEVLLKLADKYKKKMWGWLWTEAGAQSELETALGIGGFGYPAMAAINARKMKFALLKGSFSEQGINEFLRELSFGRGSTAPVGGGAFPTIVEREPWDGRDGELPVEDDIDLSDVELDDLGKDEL
esBAF inh: SWI/SNF esBAF complex inhibition; mouse ES cells, Bmi1-luciferase knock-in reporter, 24 h; 100% = twice the neutral-well signal; reporter increase, % at 12.5 µM; 350,000 compounds, 2% hits; AID 602393; in the data active = activation above about 40%;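 note: 0% = median of the plate's neutral control wells and 100% = double that signal; a rise in the Bmi1 reporter signal indicates esBAF inhibition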
RAD52 inh: inhibitors of human RAD52 DNA annealing; inhibition, % at 18.7 µM; recombinant RAD52 DNA annealing, FRET fluorescence; 360,000 compounds, 0.46% hits; P43351;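 active = every replicate showing at least 50% inhibition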
Target sequence (P43351 whole entry, looked up): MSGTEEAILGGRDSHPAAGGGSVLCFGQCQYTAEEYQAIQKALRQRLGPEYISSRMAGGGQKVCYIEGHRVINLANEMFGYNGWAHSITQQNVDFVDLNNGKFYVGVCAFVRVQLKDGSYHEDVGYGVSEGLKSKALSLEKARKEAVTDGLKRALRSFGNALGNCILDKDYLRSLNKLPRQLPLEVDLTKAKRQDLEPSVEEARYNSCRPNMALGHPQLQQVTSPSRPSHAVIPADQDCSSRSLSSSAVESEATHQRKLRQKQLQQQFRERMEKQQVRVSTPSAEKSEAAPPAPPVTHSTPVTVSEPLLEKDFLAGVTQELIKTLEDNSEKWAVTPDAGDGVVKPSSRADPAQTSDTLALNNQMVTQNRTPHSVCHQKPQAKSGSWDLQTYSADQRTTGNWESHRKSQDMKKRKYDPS
RAD54 branch: blocks human RAD54 Holliday junction branch migration; Q92698; FAM/BHQ fluorescence; inhibition, % at 10.4 µM; AID 602329; 360,000 compounds, 0.14% hits;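 active = mean normalized replicate activity at least 40 and at least half of replicates scoring 40 or more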;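 note: 0% = median of neutral control wells and 100% = median of positive control wells; inhibitors cause a drop in the FAM fluorescence signal; in these data hits start at about 50%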
E-selectin induc: E-selectin induction on HUVECs | activation, % at 7.58 µM | 260,000 compounds, 0.37% hits | P16581 | HUVEC E-selectin immunofluorescence imaging; normalized: neutral wells 0, TNF-alpha wells 100;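 active = mean E-selectin-positive cell signal at least 10% of the positive control, reached in at least 60% of replicates, without over 20% cell loss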;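 note: in these data hits start at about 27%; measured in HUVEC primary endothelial cells; signal is the percent of cells scored E-selectin positive by PE staining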
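Test system: HUVEC | Signal: Immunofluorescence imaging | Read-out: Percent E-selectin-positive cells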
Casp6 inh: blocks human caspase-6 cleavage activity; P55212; purified caspase-6, Z-VEID-R110 cleavage fluorescence; inhibition, % at 12.5 µM; 350,000 compounds, 0.53% hits; AID 686996;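 active = mean inhibition across replicates at least about 35%, with every replicate also reaching that limit, limit read from the data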;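 note: 0% = median of neutral control wells and 100% = no fluorescence left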
Active calls of the source: *; x = not tested or not shown; & = joins results of further samples. The order is random; any-hit rate near 3.2%.

SMILES	PglD inh	ARNT TACC3 PPI	ERp5 block	esBAF inh	RAD52 inh	RAD54 branch	E-selectin induc	Casp6 inh
CN1C(=O)c2cc(NC(=O)c3ccc(Cl)cc3)ccc2OC[C@@H]2O[C@H](CC(=O)NCc3cccc(F)c3)CC[C@H]21	6	12	-7	-8	-9	-2	0.2	0
CC(=O)NC[C@H]1[C@@H](c2ccc(-c3ccccc3F)cc2)[C@@H](CO)N1C(=O)C1CC1	-2	3	7	6	-34	-4	-0.2	-2
CO[C@@H]1CN(C)C(=O)c2ccc(NC(=O)c3cc(C)on3)cc2OC[C@H](C)NC[C@@H]1C	-3	-3	4	0	-9	8	-0.2	x
C=CCNS(=O)(=O)c1ccc(OCC(=O)OC)cc1	8	3	7	-3	-7	3	x	1
FC(F)(F)c1ccccc1/C=N/n1c(C2CCCCC2)n[nH]c1=S	0	-24	4	0	-7	-9	-0.1	-1
CCOc1ccc(CCNC(=O)COC(=O)/C=C/c2ccc(OC)c(OC)c2)cc1OCC	3	-1	-22	7	-6	-1	0.0	0
COc1ccc(C(=O)c2coc3ccc(O)cc23)cc1	0	-2	3	-7	-8	5	0.0	-1
CC(C)(C)NC(=O)c1ccccc1NC(=O)C1CCCO1 (centres undefined)	x	-15	7	x	3	x	x	0
COC(=O)C1=C(C)N(C)C(=O)NC1c1cc2c(cc1Br)OCO2 (centres undefined)	5	-6	3	-1	-5	0	x	1
COc1ccc(NC(=O)Nc2ccc3c(c2)C(=O)N([C@@H](C)CO)C[C@@H](C)[C@H](CN(C)S(=O)(=O)c2ccc(Cl)cc2)OCCCC[C@@H](C)O3)cc1	3	0	3	2	23	2	x	1
COc1ccc(N2CCN(C(=O)CCCn3c(=O)[nH]c4ccsc4c3=O)CC2)cc1	3	-38	0	-19	-12	-13	0.2	8
C[C@H]1CN([C@@H](C)CO)C(=O)c2cc(C#CCN(C)C)cnc2O[C@@H]1CN(C)C(=O)Nc1cc(F)ccc1F	0	1	1	-3	4	0	0.0	-74
Cc1ccc(S(=O)(=O)Nc2c3ccccc3nc(=O)n2-c2ccccc2)cc1	-5	-3	x	13	x	0	x	x
CCNC(=O)C[C@H]1CC[C@H]2[C@H](COc3ccc(NC(=O)c4cccs4)cc3C(=O)N2C)O1	-2	-7	0	-1	-3	-14	0.0	-1
CC(C)N1CC(C(=O)Nc2nc3ccccc3s2)CC1=O (centres undefined)	1	2	x	19	x	-3	x	x
COc1cccc(-n2c(SCC(=O)NCc3cccs3)nc3ccccc3c2=O)c1	x	1	-5	x	-18	x	0.2	0
C[C@@H]1CN([C@H](C)CO)C(=O)CCCn2cc(nn2)CO[C@H]1CN(C)S(=O)(=O)c1cn(C)cn1	4	-3	0&-2	-2	-2&-4	-22	-0.4	0&0
CC(=O)N1CCC2(CC1)C/C(=N\NC(=S)Nc1ccc(C)cc1)c1cc(O)ccc1O2	-2	17	1	14	-12	3	2.6	-1
COc1ccc(-n2c(=O)c3c4c(sc3n3cnnc23)CC(C)CC4)cc1 (centres undefined)	0	3	x	2	x	-2	x	x
N#C[C@H]1[C@H](c2ccc(C3=CCCCC3)cc2)[C@@H](CO)N1S(=O)(=O)c1ccccc1	-3	8	1	-4	-16	0	-0.4	-3
CN(CCc1ccccn1)C(=S)Nc1cccc(S(=O)(=O)N(C)C)c1	0	0	2	-10	-29	-1	0.0	-1
COc1ccc(NC(=O)c2ccc(-n3cccn3)nc2)c(OC)c1	-6	-15	x	-5	x	0	x	x
C/C(=N\NC(=S)NC1CCCCC1)c1ccc(OC(F)F)cc1OC(F)F	x	-9	2	x	4	x	0.4	5
C[C@@H]1CN([C@@H](C)CO)C(=O)c2cccc(NC(=O)Nc3ccccc3)c2O[C@@H]1CN(C)Cc1ccccc1	1	-5	-3	0	-2	5	-4.6	1
CCOC(=O)c1ccc(NC(=S)N2CCN(CCNC3=CC(=O)CC(C)(C)C3)CC2)cc1	x	2	5	x	-7	x	x	-8

An excerpt from above in order of SMILES length, smallest number first:
SMILES	PglD inh	ARNT TACC3 PPI	ERp5 block	esBAF inh	RAD52 inh	RAD54 branch	E-selectin induc	Casp6 inh
Cc1ccc(S(=O)(=O)Nc2c3ccccc3nc(=O)n2-c2ccccc2)cc1	-5	-3	x	13	x	0	x	x
CCOc1ccc(CCNC(=O)COC(=O)/C=C/c2ccc(OC)c(OC)c2)cc1OCC	3	-1	-22	7	-6	-1	0.0	0
COc1ccc(NC(=O)Nc2ccc3c(c2)C(=O)N([C@@H](C)CO)C[C@@H](C)[C@H](CN(C)S(=O)(=O)c2ccc(Cl)cc2)OCCCC[C@@H](C)O3)cc1	3	0	3	2	23	2	x	1

New compounds follow.
SMILES	PglD inh	ARNT TACC3 PPI	ERp5 block	esBAF inh	RAD52 inh	RAD54 branch	E-selectin induc	Casp6 inh
CCOc1ccc(-c2ccc(/C=C3/C(=N)N4C=CSC4=NC3=O)o2)c([N+](=O)[O-])c1	5	-4	6	x	-12	4	x	15
C[C@H]1CN([C@@H](C)CO)C(=O)Cc2cc(NC(=O)Cc3ccccc3)ccc2O[C@H]1CN(C)Cc1ccccc1	2	-5	2	-3	-5	7	0.1	4
O=C(COC(=O)c1c(Cl)cccc1Cl)Nc1cc(Cl)ccc1Oc1ccccc1	x	0	1	x	0	x	x	2
CC(=O)N1CCN(c2ccc(NC(=O)c3ccc4c(c3)OCCO4)cc2Cl)CC1	x	-2	-5	x	-10	x	0.0	2
Cc1ccc(CNC(=O)Cc2noc3ccccc23)cc1	2	-3	-1	8	-7	3	x	-3
CCCC(=O)Nc1ccc2c(c1)C(=O)N(C)[C@H]1CC[C@H](CC(=O)NCC3CC3)O[C@@H]1CO2	-1	-5	0	-2	15	-3	-0.2	0
C=CCN(Cc1cccc(OC)c1OC)S(=O)(=O)N(C)C	-3	-3	3	1	-15	9	x	-3
C[C@H](O)C#Cc1cnc2c(c1)C(=O)N([C@H](C)CO)C[C@H](C)[C@@H](CN(C)C(=O)Nc1ccc(F)cc1)O2	3	-3	16	-2	-13	7	-0.2	-2
NS(=O)(=O)c1ccc(CNC(=O)/C=C/c2ccco2)cc1	4	14	7	-7	-33	3	x	36*
COCC(C)n1c(SCC(=O)Nc2cc(C)on2)nc2ccccc2c1=O (centres undefined)	0	-6	7	-10	-2	3	0.2	3
Cc1cccc(C)c1N(Cc1ccccc1F)S(C)(=O)=O	x	-1	-3	x	-6	x	x	2
CC(C)Oc1ccc(C(CC(=O)O)n2cnnn2)cc1 (centres undefined)	-3	2	-5	x	-6	1	x	-2
COCCNC(=S)N(Cc1cc2cc(C)ccc2n2nnnc12)C1CCCC1	7	-6	0	10	-4	0	x	4
CCCCN(C)C(=O)Cn1c(=O)oc2cc(S(=O)(=O)N3CC(C)CC(C)C3)ccc21 (centres undefined)	x	7	4	12	-22	x	-0.6	-3
Cc1ccc(Cl)cc1N1CCN(C2CCCCC2NS(=O)(=O)c2ccccc2)CC1 (centres undefined)	-3	-5	x	-13	x	12	x	x
CN1C(=O)CC(c2cn(Cc3ccccc3)c3ccccc23)C1=O (centres undefined)	x	8	-11	-1	0	x	-2.9	0
Cc1cccc(NS(=O)(=O)c2csc(C(N)=O)c2)c1	9	-26	3	2	4	11	0.1	0
Cc1ccc(NC(=O)CS(=O)CC(=O)NCC2CCCO2)cc1 (centres undefined)	8	-4	x	-4	x	-9	x	x
Cn1ncc(N=Cc2ccccc2)c1C(N)=O	-1	-2	x	7	x	4	x	x
COc1ccccc1-c1noc(-c2ccccc2C(=O)NCC2CCCO2)n1 (centres undefined)	-4	1	5	2	-6	-8	0.3	1
CN(C(=O)CSc1n[nH]c(=O)[nH]c1=O)c1ccccc1	-6	5	-3	-4	-11	-3	0.1	4
O=S(=O)(Nc1ccc(O)c2ccccc12)c1ccc(OC(F)(F)F)cc1	1	x	3	x	-9	4	-6.5	22

Structural class, the compounds so far containing fluorine.
SMILES	PglD inh	ARNT TACC3 PPI	ERp5 block	esBAF inh	RAD52 inh	RAD54 branch	E-selectin induc	Casp6 inh
CN1C(=O)c2cc(NC(=O)c3ccc(Cl)cc3)ccc2OC[C@@H]2O[C@H](CC(=O)NCc3cccc(F)c3)CC[C@H]21	6	12	-7	-8	-9	-2	0.2	0
CC(=O)NC[C@H]1[C@@H](c2ccc(-c3ccccc3F)cc2)[C@@H](CO)N1C(=O)C1CC1	-2	3	7	6	-34	-4	-0.2	-2
FC(F)(F)c1ccccc1/C=N/n1c(C2CCCCC2)n[nH]c1=S	0	-24	4	0	-7	-9	-0.1	-1
C[C@H]1CN([C@@H](C)CO)C(=O)c2cc(C#CCN(C)C)cnc2O[C@@H]1CN(C)C(=O)Nc1cc(F)ccc1F	0	1	1	-3	4	0	0.0	-74
C/C(=N\NC(=S)NC1CCCCC1)c1ccc(OC(F)F)cc1OC(F)F	x	-9	2	x	4	x	0.4	5
C[C@H](O)C#Cc1cnc2c(c1)C(=O)N([C@H](C)CO)C[C@H](C)[C@@H](CN(C)C(=O)Nc1ccc(F)cc1)O2	3	-3	16	-2	-13	7	-0.2	-2
Cc1cccc(C)c1N(Cc1ccccc1F)S(C)(=O)=O	x	-1	-3	x	-6	x	x	2
O=S(=O)(Nc1ccc(O)c2ccccc12)c1ccc(OC(F)(F)F)cc1	1	x	3	x	-9	4	-6.5	22
